EPAC2 antagonist: blocks human EPAC2 exchange factor; EPAC2 GEF exchange of Rap1B-BODIPY-GDP, fluorescence; Potency, µM (top dose mostly 114 µM), for inactives: at the highest dose activity, negative = inhibition, hits mostly inhibitors; actives 0.18% (n = 360,000); AID 720708; further: potency means the concentration at half of the fitted maximal effect; on the % scale 0 is the no-effect control and ±100 the full control effect; nearly all actives have a fitted effect of over 45% in size; many of its hits are not listed in these tables
TDP-43 yeast inh: TDP-43 toxicity inhibition in yeast | TDP-43 expressing yeast growth rescue, BacTiter-Glo, 24 h | Potency, µM (highest dose often 46.1 µM), inactives show top-dose growth rescue (activation), most hits filed as activators | actives 1.8% (n = 410,000) | AID 652104; further: potency means the concentration at half of the fitted maximal effect; % of control where 0% means no effect; nearly all actives have a fitted effect of over 50% in size
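Growth rescue of TDP-43-toxic yeast measured as ATP luminescence (BacTiter-Glo). Cells grown to mid-log in raffinose, induced in galactose at OD600=0.02, exposed to compound 24 hr at 30 deg C.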
Abeta rescue: restores growth of yeast expressing A-beta42 peptide; yeast expressing A-beta42, growth rescue, OD600, 48 h; response scale: 0% DMSO, 100% iron-clioquinol control; Potency, µM (doses to about 46.1 µM), without a hit: at the highest dose growth rescue, hits mostly activators; actives 0.063% (n = 410,000); further: potency means the concentration at half of the fitted maximal effect; nearly all actives have a fitted effect of over 55% in size
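Growth rescue measured by 600 nm absorbance after 48 h yeast culture at 30 C with compound. Values normalized between DMSO and an equimolar ferric chloride plus clioquinol control.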
EPAC2 ag: agonists of human EPAC2 (RAPGEF4); EPAC2 activation, biochemical qHTS; response scale: 100% = 6.5 mM cAMP response; Potency, µM (titrated, usually from 154 µM), inactives show top-dose activation, usual class: activators; actives 0.079% (n = 360,000); Q8WZA2; further: potency means the concentration at half of the fitted maximal effect; nearly all actives have a fitted effect of over 50% in size
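Exchange assay: 100 nM EPAC2 with 250 nM Rap1B-BODIPY-GDP and 50 uM GDP. Fluorescence (ex 480/em 540 nm) read every 5 min for 30 min at room temperature. Data normalized to 6.5 mM cAMP as agonist control.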
D3 antag: blocks the human D3 dopamine receptor. actives 2.5% (n = 360,000). AID 652054. max response, negative = inhibition, %. P35462. D3R cells, DiscoveRx beta-arrestin luminescence, antagonist mode; hits give low values; in the data active means max response below about -50%; inconclusive means no clear call, values can overlap the other calls; further: on the % scale 0 is the no-effect control and ±100 the full control effect; mostly tested at two doses, the higher about 12 µM
Target sequence (P35462 whole entry, looked up): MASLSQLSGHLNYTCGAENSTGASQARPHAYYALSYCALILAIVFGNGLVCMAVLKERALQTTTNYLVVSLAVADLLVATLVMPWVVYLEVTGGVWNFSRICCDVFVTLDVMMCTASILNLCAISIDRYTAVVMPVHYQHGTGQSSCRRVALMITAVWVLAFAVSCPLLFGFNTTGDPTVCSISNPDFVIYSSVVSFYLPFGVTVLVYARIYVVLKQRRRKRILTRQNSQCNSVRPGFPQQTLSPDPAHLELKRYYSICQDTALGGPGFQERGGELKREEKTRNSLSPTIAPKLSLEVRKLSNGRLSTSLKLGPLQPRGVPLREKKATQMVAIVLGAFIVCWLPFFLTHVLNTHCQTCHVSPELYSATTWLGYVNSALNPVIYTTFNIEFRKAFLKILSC
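Cells plated overnight at 1500 cells/well, then exposed to library compounds with dopamine controls for 90 minutes at 37 degrees C. DiscoveRx reagent added for 30–60 minutes at room temperature; luminescence read, quantitative HTS format.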
DRD3 agonist: agonists of human D3 dopamine receptor | max activation, % | AID 652048 | actives 0.58% (n = 410,000) | D3R DiscoveRx beta-arrestin cells, luminescence, 90 min | P35462; in the data active means max activation above about 30%; further: 0% is about no effect; mostly tested at two doses, the higher about 12 µM
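Agonist mode: compounds and dopamine controls were applied to plated cells for 90 min at 37 degrees C after an overnight attachment at 1500 cells/well. Luminescent read-out followed 30 - 60 minutes at room temperature with DiscoveRx detection reagent.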
FUS yeast rescue: rescues growth of FUS-expressing yeast; S. cerevisiae FUS-expressing, growth rescue, OD600, 24 h; Potency, µM (series often up to 76.6 µM), for the others: top-dose growth rescue (activation), actives largely listed as activators; actives 0.24% (n = 390,000); AID 1347120;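 further: potency means the concentration at half of the fitted maximal effect; plate controls were DMSO vehicle for no effect and reference control for full effect; nearly all actives have a fitted effect of over 55% in size; some results filed as inactive show a strong effect at the top dose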
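Quantitative HTS measuring growth restoration of FUS-toxic yeast. Galactose-induced cells (OD 0.005) were exposed 24hr at 30C to compounds at several concentrations, then absorbance at 600 nm was recorded.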
aSyn rescue: alpha-synuclein toxicity inhibition in yeast. Yeast expressing alpha-synuclein, growth rescue, BacTiter-Glo, 24 h. actives 0.14% (n = 370,000). Potency, µM (highest dose often 46.1 µM), without a hit: top-dose growth rescue (activation), hits mostly activators; further: potency means the concentration at half of the fitted maximal effect; % of control where 0% means no effect; nearly all actives have a fitted effect of over 65% in size
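Galactose-induced alpha-syn yeast (OD600=0.02, raffinose-pregrown) + pinned cpd, 24 hr, 30 deg C; growth by BacTiter-Glo luminescence. Growth restoration scores as activation.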
* = called active by the depositor; ? = inconclusive; · = no result given; & = joins results of further samples; [ ] = another dose, or the depositor's remark. Unless noted, the call rests on the fitted dose curve; in most records, active means well fitted curve in the direction sought with a large enough effect; inconclusive means small, poorly fitted or top-dose-only effect, or another doubt; inactive means no such curve, though single readings can be large; an effect the other way counts as inactive or inconclusive. Only part of the results is shown; count on the stated rates, not on these rows.

Compound	EPAC2 antagonist	TDP-43 yeast inh	Abeta rescue	EPAC2 ag	D3 antag	DRD3 agonist	FUS yeast rescue	aSyn rescue
CCCCN(C(=O)c1cccc(N2C(=O)c3ccccc3C2=O)c1)c1c(N)n(CC(C)C)c(=O)[nH]c1=O	17%	11%	-15%	-4%	19	0	-18%	-1%
C[C@@H](NC(=O)c1[nH]cnc1C(=O)Nc1ccccc1F)c1ccccc1	-10%	30%	-2%	-5%	47	2	-6%	-21%
CCC(Oc1ccccc1)C(=O)Nc1nnc(S(=O)(=O)N(CC)CC)s1 (stereo not given)	·	6%	14%	·	·	-16	24%	·
COc1cccc(C2CN(c3ccc(F)cc3F)N=C2c2cccs2)c1OC (stereo not given)	6%	-3%	-9%	15%	-13	-10	14%	-3%
O=C(COc1ccc(-c2ccccc2)cc1)NNC(=O)NC1CCCCC1	-13%	-6%[9.22 µM]	-4%	-6%	9	-8	1%	8%
COc1ccc(/C=N/Nc2nnc(-c3ncc[nH]3)c3ccccc23)cc1	1%[57.1 µM]	6%	-5%	0%	18	-5	-2%	-6%
CCCC(=O)OCCNc1cc(SCCC(=O)OC)c2nonc2c1[N+](=O)[O-]	-5%	4%	-16%	3%	3	-1	12%	17%
COc1cccc(-c2nc(SCC(=O)NCc3ccccc3)c3c(=O)n(C)c(=O)n(C)c3n2)c1	·	1%	-6%	·	·	-3	-7%	·

4 entries from above, ordered by molecular weight, rising.
Compound	EPAC2 antagonist	TDP-43 yeast inh	Abeta rescue	EPAC2 ag	D3 antag	DRD3 agonist	FUS yeast rescue	aSyn rescue
O=C(COc1ccc(-c2ccccc2)cc1)NNC(=O)NC1CCCCC1	-13%	-6%[9.22 µM]	-4%	-6%	9	-8	1%	8%
COc1cccc(C2CN(c3ccc(F)cc3F)N=C2c2cccs2)c1OC (stereo not given)	6%	-3%	-9%	15%	-13	-10	14%	-3%
CCCC(=O)OCCNc1cc(SCCC(=O)OC)c2nonc2c1[N+](=O)[O-]	-5%	4%	-16%	3%	3	-1	12%	17%
CCCCN(C(=O)c1cccc(N2C(=O)c3ccccc3C2=O)c1)c1c(N)n(CC(C)C)c(=O)[nH]c1=O	17%	11%	-15%	-4%	19	0	-18%	-1%

The list continues:
Compound	EPAC2 antagonist	TDP-43 yeast inh	Abeta rescue	EPAC2 ag	D3 antag	DRD3 agonist	FUS yeast rescue	aSyn rescue
CC(C)=CCCC(C)CN(C)CCc1ccccn1 (stereo not given)	-7%	-13%	0%	3%	-64*	-60	2%	7%
CCOC(=O)C1(Cc2cccc(OC)c2)CCCN(S(=O)(=O)c2cccnc2)C1 (stereo not given)	2%	-9%	-10%	12%	-28	2	-8%	-7%
COc1ccc(OC)c(CCNC(=O)c2ccc(CS(=O)(=O)c3ccc(Br)cc3)o2)c1	-15%	6%	-17%	14%	-27	-1	20%	-2%
COc1ccc(C(=O)c2c(-c3ccc(OC)cc3)oc3ccccc23)cc1	?	-11%	-5%	8%	-63*	-21	24%	16%
CNc1cc(NS(=O)(=O)c2ccc(N)cc2)nc(NC)n1	-14%	-6%	-22%	5%	-8	10	?	-2%&-4%
COc1ccc(/C=C(\NC(=O)c2ccccc2)C(=O)N/N=C/c2sccc2C)cc1	-2%	-4%	2%	0%	-25	-7	0%	-10%
Cc1cc(C(C)(C)C)oc1C(=O)N(CC(=O)NC1CCCC1)c1ccc(F)cc1	-1%	0%	-16%	11%	-23	-13	18%	-16%
Cc1ccccc1OCC(O)Cn1c(=N)n(CCN2CCCCC2)c2ccccc21 (stereo not given)	·	7%	-12%	·	·	-16	-18%	·

Compound	EPAC2 antagonist	TDP-43 yeast inh	Abeta rescue	EPAC2 ag	D3 antag	DRD3 agonist	FUS yeast rescue	aSyn rescue
CN(CCc1nc2ccc(Cl)cc2[nH]1)Cc1nc(CC2CC2)no1	-8%	3%	0%	5%	?	2	-4%	-4%
CN1C(=O)[C@@](O)(c2cn(C)c3ccccc23)c2cc(F)ccc21	-26%	-5%	-6%	-1%	15	0	-1%	4%
COc1ccccc1NC(=O)CSCc1cc(=O)n2c(C)csc2n1	-17%	-4%	2%	-2%	19	-16	-8%	1%
CCOC(=O)Cc1nnc(NC(=O)Nc2ccccc2)s1	1%	5%	9%	-24%	24	-5	0%	8%
Cc1ccc(NC(=O)Cn2c(O)c(N=NC(=O)c3cc4ccccc4cc3O)c3ccccc32)cc1	-5%	-5%	-24%	-5%	0	-21	22%	-4%
Cc1c(NC(=S)NC(=O)c2ccccc2Br)c(=O)n(-c2ccccc2)n1C	7%	-5%	-4%	-2%	2	-1	9%	1%
O=C(CSc1nncs1)NCc1ccc(F)cc1	1%	?	-30%	4%	5	1	3%	-3%
C=CCC(C(=O)OC)(C(=O)OC)c1ccc([N+](=O)[O-])cc1[N+](=O)[O-]	1%	22%	3%	0%	10	4	-6%	-1%

Compounds listed so far that contain a nitro group on carbon (two):
Compound	EPAC2 antagonist	TDP-43 yeast inh	Abeta rescue	EPAC2 ag	D3 antag	DRD3 agonist	FUS yeast rescue	aSyn rescue
CCCC(=O)OCCNc1cc(SCCC(=O)OC)c2nonc2c1[N+](=O)[O-]	-5%	4%	-16%	3%	3	-1	12%	17%
C=CCC(C(=O)OC)(C(=O)OC)c1ccc([N+](=O)[O-])cc1[N+](=O)[O-]	1%	22%	3%	0%	10	4	-6%	-1%

(next part)
Compound	EPAC2 antagonist	TDP-43 yeast inh	Abeta rescue	EPAC2 ag	D3 antag	DRD3 agonist	FUS yeast rescue	aSyn rescue
COc1ccc(CCn2c(=N)c(C(=O)NCC3CCCO3)cc3c(=O)n4ccccc4nc32)cc1 (stereo not given)	-14%	7%	-1%	2%	-3	-2	-8%	-1%
CC(C)C1Nc2ccc(C(=O)NCCCN3CCOCC3)cc2NC1=O (stereo not given)	1%	-10%	-2%	3%	3	26	9%	-2%
O=C(CC(CC(=O)c1ccccc1)c1ccccn1)c1ccccc1	?	-20%	-16%	13%	26	-8	1%	0%
C=CCn1c(SCC(=O)NC2CC2)nc2ccccc2c1=O	4%	12%	-1%	5%	-13	-4	-22%	-5%
Cc1onc(-c2ccccc2)c1C(=O)NC(C)C1CCCO1 (stereo not given)	-6%	-11%	6%	2%	-19	16	9%	4%
CC(NC(=O)c1ccccc1NC(=O)c1nsc2ccccc12)c1ccccc1 (stereo not given)	·	3%	-15%	·	·	-3	2%	·
Cc1c(C)c2ccc(OCC(=O)N[C@@H](Cc3ccccc3)C(=O)O)cc2oc1=O	7%	-12%	-12%	0%	12	8	-7%	10%
COc1ccc(S(=O)(=O)N2CCN(C(=O)c3ccc4ccccc4n3)CC2)cc1	-4%	18%	-9%	2%	2	3	24%	2%

Results follow in this order: EPAC2 antagonist	TDP-43 yeast inh	Abeta rescue	EPAC2 ag	D3 antag	DRD3 agonist	FUS yeast rescue	aSyn rescue
> CCc1ccccc1N(CC(=O)NCC1CCCO1)C(=O)CCC(=O)Nc1cc(C)on1 (stereo not given)
 : 3%	-9%	-15%	2%	2	1	18%	2%
> COc1ccccc1NC(=O)COC(=O)c1cnc(C)cn1
 : -20%	-15%	2%	-1%	7	-13	11%	5%
> Nc1nc(SCC(=O)Nc2ccc3c(c2)OCO3)n[nH]1
 : -3%	-7%	-11%	17%	-16	-6	16%	-3%
> COc1ccccc1NC(=O)c1ccccc1C(=O)N(C)Cc1ccccc1
 : 13%	23%	-10%	2%	0	3	-9%	-8%
> CCc1nnc(NC(=O)c2cc(S(=O)(=O)N3CCN(CC)CC3)ccc2Cl)s1
 : 0%	-21%	-6%	-4%	11	-18	1%	1%[1.84 µM]
> CCc1noc(C)c1C(=O)N1CCOCC1
 : -3%	-9%	9%	11%	-15	3	1%	8%
> CSc1ccc(NC(=O)c2cccnc2)cc1C#N
 : -22%	-6%	5%	24%	11	-2	23%	3%
> CCCCN(C(=O)CCN1C(=O)C2CC=CCC2C1=O)c1c(N)n(CCCC)c(=O)[nH]c1=O (stereo not given)
 : 18%	12%	7%	-4%	1	15	-18%	8%
> COC(=O)c1cc(S(=O)(=O)N2c3ccccc3CC2C)c[nH]1 (stereo not given)
 : -29%	9%	8%	0%	9	-2	2%	1%
> COC(=O)c1ccccc1NC(=O)CSc1cc(-c2ccccc2)nc(C)n1
 : ·	5%	-11%	·	·	2	19%	·
> CCN(c1ccccc1)S(=O)(=O)c1ccc(NCC2COc3ccccc3O2)nc1 (stereo not given)
 : -21%	25%	1%	9%	-13	-1	?	6%
> O=C(CCCCC(=O)Nc1ccccc1)Nc1ccccc1
 : -21%	16%	-5%	4%	15	-2	-6%	-2%
> O=C(CNC(=O)c1ccco1)Nc1ccc(Br)cc1
 : 4%	12%	0%	-1%	4	1	-28%	3%
> Cc1ccc(NC(=O)CCC(=O)N2Cc3ccccc3Oc3ncccc32)c(C)c1
 : ·	11%[9.22 µM]	-11%	·	·	0	3%	·
> C/C(CC(=O)NC12CC3CC(CC(C3)C1)C2)=N\NC(=O)c1ccc(C)cc1
 : -5%	-4%	-21%	-1%	0	-8	22%	5%

Results follow in this order: EPAC2 antagonist	TDP-43 yeast inh	Abeta rescue	EPAC2 ag	D3 antag	DRD3 agonist	FUS yeast rescue	aSyn rescue
> COC(=O)c1c(O)cc(=O)n2c1CCCCC2
 : -1%	7%	8%	-3%	3	3	2%	7%
> CCc1ccc(N(CC(=O)NC2CCCC2)C(=O)CCC(=O)Nc2ccccn2)cc1
 : 3%	-5%	-9%	-1%	-3	-2	-9%	2%
> CCCNCc1cc(OCC)c(OCC(=O)Nc2ccccc2)cc1Br
 : -5%	17%	11%	15%	5	0	-12%	-4%
> CC1(C)Nc2ccccc2N(CC(=O)N2CCCCC2)C1=O
 : -1%	3%	23%[9.22 µM]	7%	-21	1	-53%	-6%
